ADAM17 inh: ADAM17 inhibitors, primary screen, biochemical, QFRET; Disintegrin and metalloproteinase domain-containing protein 17 (Homo sapiens), P78536; recombinant ADAM17, EDANS/DABCYL FRET peptide cleavage; inhibition, % at 6.95 µM; actives 0.83% (n = 370,000);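 active = inhibition above the mean of compounds lying between control limits plus 3 SD, set per campaign, cut at about 8.5% in these data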;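 note: 0% = DMSO-only wells as the low control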
ADAM10 inh: human ADAM10 inhibitors, primary screen, biochemical, QFRET, HTS; Disintegrin and metalloproteinase domain-containing protein 10 (Homo sapiens), O14672; recombinant ADAM10, EDANS/DABCYL FRET peptide cleavage, 3 h; inhibition, % at 7 µM; actives 0.62% (n = 370,000);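 active = inhibition above a per-campaign cutoff equal to the mean of compounds falling between control-based bounds plus 3 SD, cut at about 20% in these data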;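 note: 0% = DMSO wells while the 100% control is not disclosed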
FXN GAA850 act: FXN promoter activators, primary screen, cell-based, luciferase luminescence, HEK293 lucGAA850; actives 0.56% (n = 360,000); activation, % at 6 µM; HEK293 lucGAA850 FXN promoter luciferase reporter, 24 h; percent of 10 µM SAHA response;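 active = activation above the average of all compounds screened plus 3 SD, cutoff fixed separately per campaign, cut at about 7.5% in these data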;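 note: 0% = DMSO wells and 100% = 10 µM SAHA wells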
PLC-gamma1 inh: PLC-gamma1 enzyme inhibitors, primary screen, biochemical, fluorescence, purified enzyme; fluorogenic substrate; inhibition, % at 12.2 µM; actives 0.84% (n = 370,000); in the data active = inhibition above about 9.5%
hcDAF12 agonist: H. contortus DAF-12 nuclear receptor activators, primary screen, cell-based, luminescence, HEK293, lit1-tk-luc reporter. HEK293 hcDAF-12 lit1-tk-luc reporter; 0% DMSO, 100% Δ7-dafachronic acid. actives 1.4% (n = 370,000). activation, % at 6.8 µM;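 active = activation above the mean of all tested compounds plus 3 SD, cut at about 5.5% in these data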;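 note: 100% = response to 3 µM Δ7-dafachronic acid high control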
hgDAF-12 ag: H. glycines DAF-12 receptor agonists, primary screen, cell-based, luminescence, HEK293, GAL4 fusion, UAS-luciferase. actives 1.8% (n = 370,000). Nuclear hormone receptor DAF-12 (Heterodera glycines), GAL4 fusion. activation, % at 6.8 µM. HEK293 GAL4-hgDAF12 UAS-luciferase reporter, agonist luminescence; normalized to butyrate control. AID 687014, 2013;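 active = activation above a cutoff set at the mean of all screened compounds plus 3 SD, cut at about 10% in these data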;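 note: 0% = DMSO wells and 100% = sodium butyrate wells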
DAX1 inh-1: DAX1 (NR0B1) inhibitors on StAR promoter, primary screen, cell-based, luminescence, SF-1 (NR5A1), full-length DAX-1 | HEK293T StAR-luciferase reporter, SF-1/DAX-1 repression relief | inhibition, % at 6.8 µM | actives 1.1% (n = 370,000) | AID 652010, 2013;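 active = inhibition above the mean over all tested compounds plus 3 SD, cut at about 3.6% in these data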;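 note: 0% = DAX-1 cells with DMSO and 100% = cells lacking DAX-1 with DMSO; higher inhibition means more luminescence from relief of DAX-1 repression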
ssDAF-12 act: S. stercoralis DAF-12 nuclear receptor activators, primary screen, cell-based, luminescence, HEK293, GRIP1 co-expression, lit1-tk-luc; AID 652126, 2013; HEK293 ssDAF-12/GRIP1 lit1-tk-luc reporter; % of 3 µM dafachronic acid response; activation, % at 6.8 µM; Nuclear hormone receptor DAF-12 (Strongyloides stercoralis); actives 1% (n = 370,000);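 active = activation above the mean over all tested compounds plus 3 SD, cut at about 0.9% in these data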;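 note: 0% = DMSO-only wells and 100% = 3 µM delta7-dafachronic acid wells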
DAX1 inh-2: DAX1 (NR0B1) inhibitors, primary screen, cell-based, HEK293, Gal4-DAX1, luciferase luminescence | Nuclear receptor subfamily 0 group B member 1 (Homo sapiens), P51843 | HEK293 Gal4-DAX1 luciferase reporter | inhibition, % at 6.75 µM | actives 0.99% (n = 340,000) | AID 504766, 2011;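 active = inhibition above the mean over all tested compounds plus 3 SD, cut at about 4.2% in these data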;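 note: 0% = DAX1-transfected cells with DMSO and 100% = empty-vector control cells with DMSO; inhibition shows as a rise in luminescence from relieved DAX1 repression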
HGIII-sPLA2 inh: human group III sPLA2 inhibitors, primary screen, biochemical, QFRET, BODIPY PC-A2 liposome substrate; actives 0.56% (n = 370,000); inhibition, % at 12.2 µM; QFRET BODIPY PC-A2 liposome hydrolysis, fluorescence; AID 743126, 2013;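 active = inhibition above mean plus 3 SD of compounds lying within the high and low control bounds, cut at about 19% in these data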;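 note: 0% = median of test compound wells and 100% = no enzyme DMSO wells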
PLCb3 inh: human PLC-beta3 inhibitors, primary screen, biochemical, fluorescence; 1-phosphatidylinositol 4,5-bisphosphate phosphodiesterase beta-3 (Homo sapiens), Q01970; Purified PLC-beta3, fluorogenic substrate; inhibition, % at 12.2 µM; actives 0.18% (n = 370,000); AID 720704, 2013; in the data active = inhibition above about 11%;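 note: 0% = median of compound wells on plate and 100% = full blocker control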
Target sequence (Q01970 whole entry, looked up): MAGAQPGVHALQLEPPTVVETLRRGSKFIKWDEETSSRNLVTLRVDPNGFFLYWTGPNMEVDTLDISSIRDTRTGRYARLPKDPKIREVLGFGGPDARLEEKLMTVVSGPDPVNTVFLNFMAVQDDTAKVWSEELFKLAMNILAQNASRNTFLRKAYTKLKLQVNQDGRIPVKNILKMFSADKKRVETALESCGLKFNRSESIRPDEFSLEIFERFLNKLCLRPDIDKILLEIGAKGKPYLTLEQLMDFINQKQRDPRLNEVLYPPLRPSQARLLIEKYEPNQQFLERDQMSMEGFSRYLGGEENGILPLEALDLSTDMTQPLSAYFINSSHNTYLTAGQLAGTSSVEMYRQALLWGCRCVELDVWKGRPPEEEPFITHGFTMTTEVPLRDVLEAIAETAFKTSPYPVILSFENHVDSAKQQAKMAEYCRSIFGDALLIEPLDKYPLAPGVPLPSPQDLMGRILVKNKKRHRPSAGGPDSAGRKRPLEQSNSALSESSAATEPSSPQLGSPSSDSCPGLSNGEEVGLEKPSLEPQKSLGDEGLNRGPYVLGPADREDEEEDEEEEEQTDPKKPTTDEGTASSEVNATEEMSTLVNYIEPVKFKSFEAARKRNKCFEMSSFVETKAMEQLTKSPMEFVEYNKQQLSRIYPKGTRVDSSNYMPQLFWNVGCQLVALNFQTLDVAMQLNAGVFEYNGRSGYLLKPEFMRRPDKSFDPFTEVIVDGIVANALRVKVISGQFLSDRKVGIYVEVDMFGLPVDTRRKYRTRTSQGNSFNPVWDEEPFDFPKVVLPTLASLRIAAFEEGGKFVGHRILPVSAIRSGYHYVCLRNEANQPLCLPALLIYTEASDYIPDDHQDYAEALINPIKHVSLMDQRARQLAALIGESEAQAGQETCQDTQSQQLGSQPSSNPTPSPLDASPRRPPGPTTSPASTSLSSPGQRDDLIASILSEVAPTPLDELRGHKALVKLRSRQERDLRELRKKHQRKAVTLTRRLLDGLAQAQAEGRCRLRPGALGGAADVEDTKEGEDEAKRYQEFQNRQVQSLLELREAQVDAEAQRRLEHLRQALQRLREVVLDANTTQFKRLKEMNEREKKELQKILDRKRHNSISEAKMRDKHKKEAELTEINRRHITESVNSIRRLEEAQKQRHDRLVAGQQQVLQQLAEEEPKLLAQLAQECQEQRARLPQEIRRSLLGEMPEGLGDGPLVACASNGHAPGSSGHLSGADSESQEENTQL
Starred values were filed as active, the others as inactive; i = inactive; . = no result given.

SMILES	ADAM17 inh	ADAM10 inh	FXN GAA850 act	PLC-gamma1 inh	hcDAF12 agonist	hgDAF-12 ag	DAX1 inh-1	ssDAF-12 act	DAX1 inh-2	HGIII-sPLA2 inh	PLCb3 inh
CC(C)[C@@H](C(=O)N1CCN(C(=O)OC(C)(C)C)CC1)n1cc(CCO)nn1	0	2	2.3	5	-0.9	-0.6	0.1	-1.0	0.8	1	2
CC1(C(=O)NS(=O)(=O)c2cccs2)CCN1C(=O)c1cccc(F)c1 (centres undefined)	-1	-20	-0.8	-1	1.0	-2.0	-0.6	-0.9	.	3	14*
CC1(C(=O)NS(=O)(=O)Cc2cccc(Cl)c2)CCN1C(=O)C1(c2ccc(Cl)cc2)CC1 (centres undefined)	1	6	1.2	1	-1.1	-4.1	-1.0	-1.2	.	-25	1
CCc1ccc(NC(=O)C(=O)c2ccccc2NC(C)=O)cc1	8	-7	5.0	4	4.0	10	9.1*	-0.2	3.4	1	-5
O=C(NNc1nc2c(F)cc(F)cc2s1)C1=COCCO1	2	18	0.2	4	0.3	6.1	0.2	-1.1	5.6*	15	-3
COc1ccccc1C(=O)NC1CCN(C(=S)NCCc2ccccc2)CC1	0	7	3.0	2	-2.1	-2.2	-0.4	-1.5	-1.2	3	1
CC(C)C[C@H]1COc2cccc(N3CCSCC3)c2S(=O)(=O)N1	-1	-3	.	2	-1.8	1.4	1.5	-1.8	.	1	2
O=C(Nc1ccc2c(c1)OCO2)NC1CCCCN(Cc2cccc(Cl)c2)C1=O (centres undefined)	-5	-5	.	0	-4.5	-0.6	-1.5	-1.4	.	6	1
CCCCNC(=O)c1nc(C2CCN(S(=O)(=O)c3ccccc3C(F)(F)F)CC2)oc1-c1cccc(C(F)(F)F)c1	-3	-11	.	2	-1.0	4.3	-2.2	-1.2	.	4	2
COc1ccc(-c2oc3ccc(N4CCOCC4)cc3c2C#CCO)cc1	-225	i	-5.2	i	-4.7	-9.4	-2.6	-2.6	-5.5	-14	i
CC(C)CC1C(=O)N(Cc2cn(CCC3OCCCO3)nn2)CCS(=O)(=O)N1Cc1ccc(-c2ccncc2)cc1 (centres undefined)	-7	-10	-0.6	0	-0.8	-2.1	-0.8	-0.4	1.2	-1	-1
COCCN(C(=O)Nc1ccccc1)c1ccccc1C	-7	-3	-0.1	-1	-0.6	4.5	0.2	-0.8	-0.6	-5	4
O=C1NC(=O)C(=Cc2ccccc2[N+](=O)[O-])S1	-6	-22	2.4	-42	2.8	1.6	-1.3	0.3	0.9	-3	-50
O=C(NCCCNCc1ccccc1)c1ccncc1	-3	6	3.5	2	-1.0	-1.1	0.4	-1.8	-0.5	5	2
CCCCOc1ccc(C(=O)NCC(=O)OCCCOC(=O)CNC(=O)c2ccc(OCCCC)cc2)cc1	-3	-13	-0.2	5	0.6	0.1	0.3	-1.2	1.1	10	4
CCc1nc(Nc2ccncc2)c2oc3ccccc3c2n1	-93	-271	-5.1	-22	0.7	19*	-0.5	-0.7	0.8	4	-37
Cc1cccc(N(C)c2cc(C)nc3nc(C)nn23)c1	-1	-4	-1.7	3	-3.0	-2.3	-0.9	-1.9	2.0	2	6
O=S(=O)(NC1CCCCC1Nc1ccccc1)c1ccccc1 (centres undefined)	3	6	3.5	1	-1.3	0.0	-0.7	-1.2	0.0	-2	5
Cn1cccc1Cc1nnc(SCC(=O)N2CCCCCC2)n1-c1ccc(F)cc1	0	0	-0.3	-25	0.8	-1.1	0.2	-1.1	-0.8	-15	-28
O=C(C=Cc1ccccn1)c1ccccc1	-5	-9	5.2	-4	1.9	4.6	-0.4	-1.4	0.3	-7	1
Cc1cc(C)cc(NC(=O)CSc2nnc(CN3CCOCC3)n2C)c1	-4	-8	-0.2	2	-2.4	2.6	-0.9	-1.1	4.4*	10	-2
COc1ccccc1NC(=S)NCc1ccc(S(N)(=O)=O)cc1	4	-3	1.3	4	1.2	-0.6	-0.4	-1.2	-0.6	0	2
N#Cc1c(C(F)(F)F)cc(-c2cccs2)nc1SC(C(=O)O)c1ccccc1 (centres undefined)	-11	-28	2.0	-30	2.5	0.6	0.9	-0.9	0.2	-19	-45
O=C(c1cccc(Oc2ccccc2)c1)N1CCC(Oc2cccnc2)CC1	0	1	.	0	-2.2	-4.3	-1.3	-2.0	.	-11	-1
CCOC(=O)N(C)C[C@@H]1OCc2cn(nn2)CCCC(=O)N([C@@H](C)CO)C[C@H]1C	1	2	-0.9	2	1.0	3.4	1.1	-1.1	2.8	-1	3

Additional structures follow.
SMILES	ADAM17 inh	ADAM10 inh	FXN GAA850 act	PLC-gamma1 inh	hcDAF12 agonist	hgDAF-12 ag	DAX1 inh-1	ssDAF-12 act	DAX1 inh-2	HGIII-sPLA2 inh	PLCb3 inh
O=C(CSc1nnc(-c2ccccc2)n1-c1ccccc1)Nc1ccccc1-c1ccccc1	0	3	.	-2	-3.1	-2.8	-1.8	-2.0	.	-16	-1
CC(C)CN1CCN(Cc2cccc3nccnc23)CC1CCO (centres undefined)	1	2	0.8	9	2.2	3.1	-0.2	-0.7	-0.9	5	2
O=C(CN1CCSC1=O)N1CCN(S(=O)(=O)c2ccc(F)cc2)CC1	-3	-7	1.0	2	-1.5	1.2	0.9	-0.9	-1.3	8	-4
Cc1ccccc1NC(=O)c1ccc(Cl)c(NC(=O)c2ccncc2)c1	-1	9	-0.7	5	0.2	2.0	0.1	-1.4	-0.3	-1	4
CC[C@]12c3[nH]c4cc(-c5ccco5)ccc4c3CCN1C(=O)[C@@H](CC(=O)NCc1ccco1)C[C@@H]2C(=O)N1CCN(C(=O)c2ccco2)CC1	-102	-345	-1.9	-329	-2.2	-1.5	-0.1	-0.3	-0.8	-15	-477
O=C(NCCCN1CCOCC1)c1ccc2c(c1)N(Cc1c(F)cccc1Cl)C(=O)c1ccccc1S2	1	6	-4.7	2	-2.0	-1.3	-0.3	-1.2	-0.5	-22	-5
CCn1c(=O)c(-[n+]2ccccc2)c(O)c2ccccc21	-5	-2	1.8	-18	-0.9	0.5	-0.5	-0.8	0.3	6	-20
CCC(=O)NC(Cc1ccccc1)c1ccc2c(c1)OCCCO2 (centres undefined)	0	-1	1.2	1	-0.9	0.3	-0.5	-0.5	3.0	2	2
O=c1[nH]c2cc3c(cc2cc1CN(CCc1ccccc1)Cc1nnnn1CC1CCCO1)OCO3 (centres undefined)	-7	-24	0.0	-7	-0.6	-1.0	1.1	-1.0	0.6	-1	-14
CCc1ccc2[nH]c(=O)c(CN(CCN3CCOCC3)C(=O)Nc3ccccc3F)cc2c1	-8	-29	3.0	3	0.5	-2.6	-0.2	-1.6	-0.4	-13	3
CCN(CC(=O)NC(C)C)C(=O)C(CCSC)NC(=O)c1cccc(C)c1 (centres undefined)	0	-2	0.5	-1	-1.8	-1.0	0.5	-0.5	-0.3	-2	1
CCCC(=O)C1=C(O)C(C(=O)OC)C(C)(C)CC1=Nc1cccc2ccccc12 (centres undefined)	5	-6	0.1	2	-2.2	-1.9	-0.7	-1.5	-0.1	2	0
C[N+](C)(C)CC(O)CC(=O)O (centres undefined)	-2	7	0.7	3	-1.0	0.2	-0.5	-1.8	-1.1	-1	7
C/C(=N/NC(=O)C(=O)N/N=C(/C)c1ccccc1)c1ccccc1	-2	-9	.	-3	-0.9	1.9	-0.4	-0.9	.	1	2
COc1ccc2oc(C(=O)NCc3ccccc3CN3CCCC3)c(C)c2c1	-25	-83	0.7	-22	0.2	0.0	0.9	-0.9	-0.1	-3	-33
CC(=O)Nc1sc2c(c1C#N)CC(C)(C)NC2(C)C	-5	-6	1.5	5	-2.4	-1.6	-0.2	-1.1	0.4	-2	-1
CCCCCCSc1ccc(-c2nc3ccc(C)cn3c2NCCCC)cc1OC	-85	-313	.	i	-0.2	0.0	0.1	-0.7	.	-6	i
CN(C)S(=O)(=O)c1cccc(NC(=O)/C=C/c2ccccc2[N+](=O)[O-])c1	-4	-6	0.8	5	0.5	2.1	-0.3	-0.8	0.2	-7	-2
O=S1(=O)c2ccc(Br)cc2N2CC[C@H](C2)N1Cc1ccc(Cl)cc1	-2	-2	-3.5	0	-0.7	0.2	0.0	-0.7	-0.7	-4	5
Cc1cccc(N2CCN(C(=O)Cc3ccc(Br)cc3)CC2)c1C	3	7	2.6	1	-1.4	2.9	-1.0	-1.1	0.3	-11	2
CCOC(=O)c1c(C)[nH]c(C)c1S(=O)(=O)NCCCc1ccco1	0	1	1.2	1	-1.0	3.7	0.0	-0.6	-0.1	-18	-4
CCCc1cc(=O)[nH]c(SCC(=O)N(CC(C)C)C2CCS(=O)(=O)C2)n1 (centres undefined)	-2	5	-2.3	0	0.4	4.2	-0.1	-1.4	0.6	-1	-1
COC(=O)[C@]12C[C@H](CC(=O)N3CCC(c4ccccc4)CC3)C(=O)N(Cc3ccc4c(c3)OCO4)C1=C[C@H](COCc1ccccc1)O[C@@H]2C	5	6	.	5	1.4	0.3	0.0	-1.2	.	-3	4
CCCS(=O)(=O)N1CCN(C(=O)COc2ccc(-c3ccccc3)cc2)CC1	-2	6	0.1	-1	-2.5	-2.0	-1.7	-1.4	-0.6	-5	-2
CCc1ccccc1NC(=O)C1CCN(C(=O)c2cccs2)CC1	3	-1	1.2	0	2.5	0.9	-0.1	-1.7	4.4*	-4	-5
Cc1ccc(NS(=O)(=O)c2ccc(NS(=O)(=O)c3cccs3)cc2)cc1	1	8	0.9	0	-2.3	-1.8	-0.2	-1.1	-0.8	-54	3
CC(=O)OCN(C#N)c1nc(N(C)C)nc(N(C)C)n1	3	4	-0.3	2	-2.5	-2.0	0.5	-1.4	-0.1	4	0
Cc1ccc(-n2nnc(-c3cccnc3Cl)n2)cc1	-3	-3	3.3	1	4.0	12*	2.1	0.3	0.8	0	1

3 of the entries above in order of the HGIII-sPLA2 inh value, falling:
| Molecule | HGIII-sPLA2 inh |
| --- | --- |
| CC(C)CN1CCN(Cc2cccc3nccnc23)CC1CCO (centres undefined) | 5 |
| CCC(=O)NC(Cc1ccccc1)c1ccc2c(c1)OCCCO2 (centres undefined) | 2 |
| CC(=O)Nc1sc2c(c1C#N)CC(C)(C)NC2(C)C | -2 |

Screens deposited in PubChem BioAssay by The Scripps Research Institute Molecular Screening Center.

Outcome played no part in choosing rows (roughly 6.9% active in at least one column).
